# Compound activity (PubChem)
# Apoferritin bind: binds horse apoferritin like a general anesthetic | AID 485281 | P02791 | apoferritin/1-aminoanthracene competitive binding, fluorescence | Potency, µM (highest dose often 77.5 µM), for the others: at the highest dose activity change, negative = displacement, usual class: inhibitors | 0.074% of 350,000 active; further: potency means the concentration at half of the fitted maximal effect; on the % scale 0 is the no-effect control and ±100 the full control effect; nearly all actives have a fitted effect of over 20% in size
# Target sequence (P02791 2-175 limits assumed): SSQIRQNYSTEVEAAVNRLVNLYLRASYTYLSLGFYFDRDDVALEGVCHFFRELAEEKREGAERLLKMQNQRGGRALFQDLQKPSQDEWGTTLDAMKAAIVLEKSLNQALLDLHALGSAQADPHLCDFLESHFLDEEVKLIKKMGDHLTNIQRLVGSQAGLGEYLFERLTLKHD
#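 Read-out: endpoint 1-AMA fluorescence, excitation 380 nm and emission 535 nm, after compounds sit 10 min at room temperature with 10 uM horse-spleen apoferritin in 50% saturated 1-AMA/PBS. Values come from four-parameter Hill fits.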
# TRHR ag: TRH receptor (human) agonism; AID 493084; TRHR cells, calcium flux fluo-8, FDSS agonist mode; 0.18% of 360,000 active; activation, % at 2 µM; P34981; in the data active means activation above about 30%; further: 0% is about no effect
# Target sequence (P34981 whole entry, looked up): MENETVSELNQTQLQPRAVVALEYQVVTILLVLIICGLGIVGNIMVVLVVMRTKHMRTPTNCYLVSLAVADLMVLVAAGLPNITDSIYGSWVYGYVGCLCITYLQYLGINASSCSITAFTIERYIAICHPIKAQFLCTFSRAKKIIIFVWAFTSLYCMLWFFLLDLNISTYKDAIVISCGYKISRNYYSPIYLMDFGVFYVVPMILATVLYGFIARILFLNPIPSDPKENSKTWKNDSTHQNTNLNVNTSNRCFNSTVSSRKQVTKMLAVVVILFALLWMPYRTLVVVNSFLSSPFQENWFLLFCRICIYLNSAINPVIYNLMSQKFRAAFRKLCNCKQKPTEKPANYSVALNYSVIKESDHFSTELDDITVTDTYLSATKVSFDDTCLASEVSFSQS
#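 TRHR-expressing cells, plated overnight in medium with 10% serum, were loaded with fluo-8 calcium dye at room temperature. After a 10 s baseline, library compound was pin-added and calcium release was recorded kinetically (ex 480/em 530) as agonist response.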
# RXFP1 ag: agonists of human relaxin receptor RXFP1; Q9HBX9; HEK293T-RXFP1 cAMP TR-FRET, 30 min; response scale: percent of porcine relaxin response, buffer zero; Potency, µM (titrated, usually from 57.5 µM), without a hit: at the top dose activation, most hits filed as activators; 0.3% of 370,000 active; AID 2676; further: potency means the concentration at half of the fitted maximal effect; on the % scale 0 is the no-effect control and ±100 the full control effect; nearly all actives have a fitted effect of over 60% in size; many of its hits are not listed in these tables
#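 cAMP rise read by TR-FRET after 30 min, 37C compound exposure (up to 58 uM) in RXFP1-transfected HEK293 cells with Ro 20174 present. EC50 from Hill-equation fits, with 29 nM porcine relaxin as 100% and buffer as basal.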
# D1 PAM: human D1 dopamine receptor positive modulation. 0.036% of 360,000 active. potentiation, % at 10 µM. P21728. HEK293 TREx D1 cells, calcium flux, dopamine EC20 potentiation; in the data active means potentiation above about 30%; further: 0% is about no effect
# TRHR PAM: allosteric enhancers of human TRH receptor; P34981; TRHR cells, fluo-8 calcium fluorescence, EC20 TRH enhancement; enhancement, % at 2 µM; 0.66% of 360,000 active; in the data active means enhancement above about 30%; further: 0% is about no effect
#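 Enhancer read-out: after compound pinning and an initial kinetic agonist-mode read, an EC20 of TRH (10 nM final) was injected and fluo-8 calcium signal (Ex 480/Em 530) followed at 1 s/cycle for 100 cycles in TRHR-expressing cells.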
# D1 agonist: agonists of human D1 dopamine receptor; P21728; HEK293 T-REx D1 cells, calcium flux, agonist mode; activation, % at 2 µM; 1% of 360,000 active; in the data active means activation above about 30%; further: 0% is about no effect
#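 Tetracycline-induced HEK293 TREx D1 cells, force-coupled to calcium signalling, were dye-loaded with a no-wash calcium kit. Compound was pin-added after a 10 s baseline. Fluorescence was read kinetically at 1 cycle/s for 180 s, with calcium rises flagged as agonism.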
# RXFP1 antagonist: RXFP1 (human) relaxin receptor antagonism. 0.59% of 350,000 active. activity change, negative = inhibition, % at 57.5 µM. HEK293-RXFP1, relaxin-stimulated cAMP HTRF, 30 min; hits give low values;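 active means activity change of -60% or lower, but not beyond a set lower limit; inconclusive means change between -60% and -40%, or beyond the set limit; inactive means change above -40%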; further: on the % scale 0 is the no-effect control and ±100 the full control effect
# D2 PAM: positive allosteric modulators of human D2 dopamine receptor | P14416 | HEK293 T-REx D2, calcium flux, EC20 dopamine potentiation | potentiation, % at 10 µM | 0.34% of 340,000 active | AID 485347;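 active means potentiation over 3 SD above the plate norm, cut at about 30% in these data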; further: 0% is about no effect
# Target sequence (P14416 whole entry, looked up): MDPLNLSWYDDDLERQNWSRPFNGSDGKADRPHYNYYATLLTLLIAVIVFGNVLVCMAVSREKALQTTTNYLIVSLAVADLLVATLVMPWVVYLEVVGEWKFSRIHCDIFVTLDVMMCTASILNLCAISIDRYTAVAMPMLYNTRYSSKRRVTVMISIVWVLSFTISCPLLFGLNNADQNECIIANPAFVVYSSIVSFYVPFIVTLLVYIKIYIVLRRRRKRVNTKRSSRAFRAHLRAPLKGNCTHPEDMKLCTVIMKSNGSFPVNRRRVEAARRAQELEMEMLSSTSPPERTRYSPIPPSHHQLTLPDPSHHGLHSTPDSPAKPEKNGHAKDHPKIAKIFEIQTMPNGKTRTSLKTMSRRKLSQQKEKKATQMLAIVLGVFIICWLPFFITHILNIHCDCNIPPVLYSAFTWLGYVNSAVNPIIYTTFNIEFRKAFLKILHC
#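 Tetracycline-induced HEK293 T-REx cells force-coupled to calcium signalling expressed D2; compounds were pin-added after a 10 s baseline, read kinetically 180 s, then an EC20 dopamine challenge followed with a further 180 s calcium read.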
# D1 antag: antagonists of human D1 dopamine receptor; P21728; HEK293 TREx D1 cells, calcium flux, dopamine EC80; hits give low values; activity change, negative = inhibition, % at 10 µM; 3.2% of 360,000 active; AID 504652; in the data active means activity change below about -30%; further: on the % scale 0 is the no-effect control and ±100 the full control effect
#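 Kinetic fluorescence of a calcium dye serves as the read-out. D1-expressing Hek293 Trex cells, induced overnight at 30 C, are exposed to compound for 180 s before an EC80 dopamine addition, then read 180 s further.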
# * hit, by the source's call; ? = inconclusive; / = no result given; [ ] = dose if it differs, or a comment. Unless noted, the call rests on the fitted dose curve; in most records, active means well fitted curve in the direction sought with a large enough effect; inconclusive means small, poorly fitted or top-dose-only effect, or another doubt; inactive means no such curve, though single readings can be large; an effect the other way counts as inactive or inconclusive. This is a subset; rates above refer to the full screens.
SMILES,Apoferritin bind,TRHR ag,RXFP1 ag,D1 PAM,TRHR PAM,D1 agonist,RXFP1 antagonist,D2 PAM,D1 antag
O=C1CC(N2CCN(Cc3ccc4c(c3)OCO4)CC2)C(=O)N1Cc1ccc(N2CCCC2=O)cc1 (centres undefined),-9%,0.1,0.0%,0,-3,-2,-7,-16,-3
C=CCn1c(O)c(N=NC(=S)Nc2ccc(OC)cc2)c2ccccc21,-21%,-1.5,0.0%,-9,-3,1,-1,-24,-19
C=CCSc1nnc(-c2nnc(SCC=C)n2CC)n1CC,-12%,1.1,-1.9%,-4,-1,1,-6,/,0
CC1(C)N=C(N)NC(Nc2ccc(Br)cc2)=N1,3%,0.3,0.7%,-10,-5,-2,-16,12,-20
c1ccc(-n2nnnc2NC2CCCCC2)cc1,-5%,-0.6,-1.1%,-6,14,19,-10,12,-17
O=C(NCc1n[nH]c(=S)n1-c1ccc(Br)cc1)c1ccc(S(=O)(=O)N2CCOCC2)cc1,0%,0.4,2.7%,-2,6,8,-8,2,4
O=C(NCc1ccc(Cl)cc1Cl)C1CCN(S(=O)(=O)c2ccc3c(c2)OCCCO3)CC1,33%[activator],0.0,-0.8%,4,-3,7,/,/,-13
CC(=O)c1cccc(Nc2cc(C)nc3nc(-c4ccccc4C)nn23)c1,-7%,-2.3,-0.1%,-1,3,3,/,-3,-6
COc1ccc(S(=O)(=O)N2CCOCC2)cc1NC(=O)c1ccncc1,/,0.3,-0.9%,1,7,3,-3,-4,17
O=C(O)c1cccc(-c2ccc(/C=N/NC(=O)C3COc4ccccc4O3)o2)c1 (centres undefined),-13%,0.0,0.8%,-2,12,0,1,12,-19
Cc1cc(=O)n(Cc2cccc(Cl)c2)c2c1c(C)nn2-c1ccccc1,2%,0.1,17%,-3,5,3,7,11,-11
O=C(Nc1ccncc1)c1ccc(-c2ccccc2)cc1,-5%,0.1,3.0%,-13,5,18,0,13,-39*
Cc1nnsc1C(=O)N1CCC(CO)(Cc2ccccc2Cl)CC1,2%,0.4,4.7%,-1,-5,2,1,4,8
O=C(NCc1ccccc1)c1ccc2c(c1)CCN2S(=O)(=O)c1ccccc1,1%,-0.2,-1.0%,-2,-3,5,4,-7,-18
CCC(=O)N(Cc1cc2ccccc2[nH]c1=O)c1ccc(OC)cc1,-15%,0.4,1.0%,-7,-7,3,-9,10,-1
COCc1ccc(CN2CCC(N3CCC(C(=O)N4CCCC4)CC3)CC2)o1,-6%,-0.3,3.6%,4,-5,3,-4,4,-9
CN1c2ccsc2/C(=N/NC(=O)c2c(F)cccc2F)CS1(=O)=O,?,0.5,1.3%,-2,3,3,3,-1,2
Cc1ccn2c(=O)c(NC(=O)c3cccs3)c(C)nc2c1,/,0.6,-0.2%,-3,-2,4,18,-2,15
O=C(N[C@H](C(=O)O)c1ccccc1)C1CCC(Cn2nnc3ccccc3c2=O)CC1 (some centres undefined),-5%,0.5,6.2%,4,-2,3,/,5,-15
CCCCOc1ccc(C(=O)NCC(=O)NCCCn2nc(C)cc2C)cc1,/,0.1,-0.5%,-4,3,0,4,0,-8
O=C(CCCC(=O)OCC(Cl)=C(Cl)Cl)Nc1ccccc1,?,-2.8,-1.0%,-20,-7,6,-3,10,-21
N/C(=N\S(=O)(=O)c1cc(C(F)(F)F)cc(C(F)(F)F)c1)c1ccc(Cl)cc1,-10%,1.0,1.8%,-7,4,1,-15,-2,-77*
Cc1cccc(C)c1NC(=O)CSc1nc(COc2ccccc2)nc2ccccc12,-15%,-0.1,28%,1,-7,0,21,6,4
C/C=C/Cn1c(Br)nc2c1c(=O)[nH]c(=O)n2C,-6%,-0.5,1.8%,-2,6,4,8,/,-7
COc1ccc(NC(=O)CN2C(=O)c3ccccc3S2(=O)=O)cc1OC,11%,-0.2,0.9%,-2,-4,-2,-13,33*,-3

# Pulled by structure from the entries so far, 2 records:
SMILES,Apoferritin bind,TRHR ag,RXFP1 ag,D1 PAM,TRHR PAM,D1 agonist,RXFP1 antagonist,D2 PAM,D1 antag
CCC(=O)N(Cc1cc2ccccc2[nH]c1=O)c1ccc(OC)cc1,-15%,0.4,1.0%,-7,-7,3,-9,10,-1
COCc1ccc(CN2CCC(N3CCC(C(=O)N4CCCC4)CC3)CC2)o1,-6%,-0.3,3.6%,4,-5,3,-4,4,-9

# Carrying on.
SMILES,Apoferritin bind,TRHR ag,RXFP1 ag,D1 PAM,TRHR PAM,D1 agonist,RXFP1 antagonist,D2 PAM,D1 antag
CCCc1nn2c(=O)cc(O)nc2s1,-1%,1.2,5.4%,-3,4,1,5,18,-10
Cc1cccc(OC(C)C(=O)Nc2nccs2)c1 (centres undefined),-7%,-0.5,0.3%,4,24,1,0,5,-5
NC(=O)c1nsc(C(=O)N(CC(=O)NCc2ccccc2)c2ccc(F)cc2)c1N,-7%,-0.7,2.8%,4,5,1,-14,4,0
CS(=O)(=O)Nc1nc2n(n1)C(c1ccccc1)CC(c1ccccc1)N2 (centres undefined),9%,0.2,-3.9%,1,5,3,-7,4,4
C/C(=N\NC(=O)c1nc(C)cc(C)n1)c1ccccc1,-14%,0.1,1.6%,0,-1,5,2,6,9
CC1CCCCN1S(=O)(=O)c1ccc2c(c1)CCN2C(=O)C1CC1 (centres undefined),-20%,-0.3,0.8%,-3,5,6,0,11,7
CCOc1ccc(S(=O)(=O)N2CCCC(C(=O)N3CCN(c4ccccc4)CC3)C2)cc1 (centres undefined),1%,-0.2,4.1%,-5,1,6,-10,21,-1
CCOC(=O)N1CCN(C(=O)CSc2ccc3nnc(CCNC(=O)c4ccc(OC)cc4)n3n2)CC1,-10%,0.5,20%,-1,-1,5,-3,5,-22
COc1ccc(C(=O)N2CCCC(c3nc(-c4cccs4)no3)C2)cc1OC (centres undefined),-11%,0.1,2.5%,-2,8,1,7,-2,-3
COc1ccc2oc(=O)c(C(=O)NCCc3c(C)[nH]c4c(C)cccc34)cc2c1,-6%,-0.2,-3.3%,-1,51*,-1,/,-5,6
O=C(Nc1ccc(NC(=O)c2ccncc2)cc1)c1ccncc1,5%,0.5,-0.8%,6,7,0,/,-2,-7
Nc1c(C(=O)N2CCOCC2)sc(=S)n1-c1ccccc1,-8%,0.4,1.3%,-2,7,-2,5,2,0
O=S(=O)(c1ccc2c(c1)nc(COc1ccc(Cl)cc1)n2CC1CCCO1)N1CCOCC1 (centres undefined),-16%,0.8,1.7%,0,-14,6,9,3,-1
CCCNC(=O)c1cn(CC)c2cc(N3CCN(C(=O)c4ccco4)CC3)c(F)cc2c1=O,-10%,-0.6,-0.1%,-2,4,2,10,12,5
CCNS(=O)(=O)c1cc(Br)ccc1OC,5%,0.0,-2.7%,7,6,6,-8,3,-8
O=C(CN1C(=O)NC2(CCCCCC2)C1=O)c1cccs1,/,0.3,-0.3%,-3,-2,0,0,-3,4
COc1ccc(CCN(C)C(=O)c2cc(S(=O)(=O)N3CCCCCC3)ccc2OC)cc1OC,/,-0.2,0.1%,-6,-1,0,-3,7,2
Cc1cc(C)c(S(=O)(=O)N2C=CC(C(F)(F)F)=NCC2)c(C)c1,-21%,-1.2,0.9%,-5,8,7,7,3,-14
O=C(c1ccc(S(=O)(=O)c2ccc(F)cc2)c([N+](=O)[O-])c1)N1CCCCCC1,-19%,0.0,0.4%,-3,-5,9,-6,10,-24
CC1=C(C(=O)OCCOc2ccccc2)C(c2coc3ccccc3c2=O)C2=C(CCCC2=O)N1 (centres undefined),-1%,-0.1,1.6%,-4,-7,1,-2,43*,0
O=C(OCC1CC(c2ccccc2)=NO1)c1ccc(Cl)cc1 (centres undefined),-6%,1.4,-0.2%,-6,1,3,-4,-3,-6
O=C(NCCCN1CCCC1=O)C(=O)NCC1OCCN1S(=O)(=O)c1ccc(Br)cc1 (centres undefined),?,0.6,1.8%,-10,10,7,0,11,4
COc1cc2c(cc1NC(=O)c1cccc([N+](=O)[O-])c1)oc1ccccc12,6%,0.2,-2.3%,-4,-6,2,-11,-1,-6
COc1nc(C)cc(C)c1S(=O)(=O)c1ccc(Cl)cc1,-12%,-1.0,0.4%,5,-6,0,-15,-10,28
O=S(=O)(c1ccc2nc(NCc3ccccc3Cl)ccc2c1)N1CCCCC1,33%[activator],0.6,7.3%,-6,16,3,-4,-1,7

# New compounds follow:
SMILES,Apoferritin bind,TRHR ag,RXFP1 ag,D1 PAM,TRHR PAM,D1 agonist,RXFP1 antagonist,D2 PAM,D1 antag
CCOC(=O)CN1C(=O)C(Sc2n[nH]c(-c3ccc(O)cc3)n2)CCc2ccccc21 (centres undefined),-14%,-0.1,-1.0%,-3,-7,1,-7,-12,-11
CC(=O)c1ccc(NC(=O)CCc2c(C)nn(-c3ccc4nncn4n3)c2C)cc1,-5%,0.0,1.1%,-4,2,2,11,-1,-11
CC(C)(C)OC(=O)NCc1ccc(CNC(=O)c2[nH]cnc2C(=O)NCC(=O)OCc2ccccc2)cc1,0%,0.2,-0.8%,-2,-7,8,/,-27,-8
Cc1ccc(CNC(=O)c2ccc(Cn3c(=O)c4ccccc4n(CC(=O)Nc4ccc(C)cc4)c3=O)cc2)cc1,6%,1.1,1.5%,2,6,33*,/,-1,6
Cc1ccccc1Nc1c(-c2ccco2)nc2c(C)cccn12,-3%,-0.1,4.8%,1,2,2,-3,-1,0
c1ccc(Nc2nc3ccccc3o2)cc1,?,0.8,0.9%,-2,3,-1,3,10,3
COc1ccc(/C=N/NC(=O)CCCOc2ccc(Cl)cc2Cl)cc1,?,1.8,0.1%,-6,-1,3,1,-1,-32*
CCCn1c(SCC(=O)N2c3ccccc3Sc3ccccc32)nc2ccccc21,12%,0.4,1.8%,-7,-15,3,-2,-1,4
CCS(=O)(=O)c1ccc2oc(SCC(=O)NC3CCCC(C)C3C)nc2c1 (centres undefined),50µM*,-0.4,4.7%,6,22,1,-3,15,-1
O=C(CSc1ccc(-c2ccccn2)nn1)c1ccc(F)cc1,-20%,-0.2,1.0%,0,2,-3,-14,4,8
CC1=C/C(=N\NC(=S)Nc2cccnc2)CC(C)(C)C1,-19%,0.5,1.7%,-5,-4,3,-4,-24,-8

# 2 entries from above, with bars between the fields.
Molecule | Apoferritin bind | TRHR ag | RXFP1 ag | D1 PAM | TRHR PAM | D1 agonist | RXFP1 antagonist | D2 PAM | D1 antag
CCOC(=O)CN1C(=O)C(Sc2n[nH]c(-c3ccc(O)cc3)n2)CCc2ccccc21 (centres undefined) | -14% | -0.1 | -1.0% | -3 | -7 | 1 | -7 | -12 | -11
CC(=O)c1ccc(NC(=O)CCc2c(C)nn(-c3ccc4nncn4n3)c2C)cc1 | -5% | 0.0 | 1.1% | -4 | 2 | 2 | 11 | -1 | -11
